High-throughput results: PubChem, several laboratories
HTR1E antagonist: blocks the human 5-HT1E serotonin receptor; 65,000 tested, 0.99% active; AID 571; CHO 5-HT1E Ga15 NFAT-bla reporter, FRET, antagonist; inhibition, % at 6 µM;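 active means inhibition above a set limit, the mean inhibition across every tested compound plus 3 SD, cut at about 29% in these data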;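 further: signal is the 460 over 535 nm emission ratio of beta-lactamase substrate; 0% = agonist plus DMSO wells and 100% = wells without agonist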
S1P1 ag pot: S1P1 (human) agonism or agonism potentiation | P21453 | S1P1 CRE-bla cells, forskolin, beta-lactamase FRET, potentiator mode; S1P1 agonist co-added at EC20, 2 nM; 100% = saturating reference agonist, 0% = basal | activation, % at 9.5 µM | 56,000 tested, 0.57% active;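 active means activation above a cutoff set at the mean activation of all tested compounds plus 3 SD, cut at about 54% in these data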;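 further: forskolin at 4 µM as EC80 and the EC20 agonist is SEW2871; 100% = SEW2871 at its EC100 plus forskolin at EC80; some compounds past the cut are filed as inactive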
Target sequence (P21453 whole entry, looked up): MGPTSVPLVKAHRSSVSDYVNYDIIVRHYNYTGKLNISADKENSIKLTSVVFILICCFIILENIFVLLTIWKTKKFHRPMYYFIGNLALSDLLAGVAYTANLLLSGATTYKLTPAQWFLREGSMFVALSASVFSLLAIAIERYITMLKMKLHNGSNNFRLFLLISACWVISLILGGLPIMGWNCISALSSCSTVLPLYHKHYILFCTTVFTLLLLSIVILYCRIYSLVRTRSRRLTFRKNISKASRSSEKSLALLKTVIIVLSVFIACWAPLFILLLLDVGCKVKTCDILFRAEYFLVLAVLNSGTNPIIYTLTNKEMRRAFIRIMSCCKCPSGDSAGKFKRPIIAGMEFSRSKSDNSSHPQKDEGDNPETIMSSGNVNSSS
S1P3 agonist: S1P3 (human) receptor agonism | Q99500 | S1P3 NFAT-BLA reporter cells, FRET ratio; relative to 1 µM S1P, basal subtracted | activation, % at 4.5 µM | 60,000 tested, 0.1% active | AID 373;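 active means activation above the screen-wide mean plus 3 SD, cut at about 4.5% in these data, passing the limit was not always enough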; further: some compounds called inactive have numbers as strong as hits
Target sequence (Q99500 whole entry, looked up): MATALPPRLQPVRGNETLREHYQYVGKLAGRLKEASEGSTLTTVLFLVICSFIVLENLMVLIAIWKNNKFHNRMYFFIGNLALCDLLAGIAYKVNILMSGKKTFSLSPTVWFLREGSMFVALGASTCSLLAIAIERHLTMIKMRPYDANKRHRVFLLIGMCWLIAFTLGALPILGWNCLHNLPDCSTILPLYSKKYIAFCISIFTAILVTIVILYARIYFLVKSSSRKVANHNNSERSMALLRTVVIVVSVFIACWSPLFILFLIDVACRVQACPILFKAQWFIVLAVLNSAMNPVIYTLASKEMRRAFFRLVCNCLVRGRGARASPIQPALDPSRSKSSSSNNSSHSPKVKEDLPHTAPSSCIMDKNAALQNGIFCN
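Measure – % activation relative to 1 µM S1P (100%), per plate · System – stable CHO line with human S1P3, Gα16, NFAT-BLA reporter · Timing – cells plated overnight, compound 4 h 37 °C, substrate 2 h RT · Technique – fluorescent BLA substrate, ex 405 nm, em 460/535 nm ratio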
M1 ag: M1 muscarinic receptor agonism; CHO-M1 cells, Fluo-4 calcium fluorescence, agonist mode; hits give high values; B-score at 10 µM; 64,000 tested, 3% active;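 active means fluorescence rise, raw or as B-score row- and column-corrected plate score, outside the 99.7% band of its plate's samples, either direction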
HEK293 NFkB inh: lowers PMA/ionomycin-induced NF-kB signal in HEK293 cells; HEK-293 NF-kB luciferase reporter, luminescence; inhibition, % at 3 µM; 62,000 tested, 0.21% active; AID 465;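 active means inhibition above the mean of all tested compounds plus 3 SD, cut at about 40% in these data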;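 further: 0% = stimulated DMSO wells and 100% = 10 µM reference inhibitor 5653914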
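Timing: 1 h pretreatment, 16 h stimulation, 37 °C; system: HEK-293 cells with stable firefly luciferase reporter driven by four HIV NF-kB elements; doses: 3 µM once, 0.30% DMSO; measured by: luciferase luminescence; control set: DMSO and 10 µM reference inhibitor; repeats: single test; reagent: PMA plus ionomycin mix as NF-kB-activating stimulus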
HER2 expr 66K: inhibitors of human Her2 kinase expression; P04626; SKBR-3 HER2 protein level, AlphaScreen, 18-24 h; hits give low values; HER2 level % of control, % at 10 µM; 65,000 tested, 0.69% active; AID 645;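 active means HER2 level under 5% of the carrier-only control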;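 further: 100% = DMSO carrier and 0% = 500 nM PU-H71 HSP90 inhibitor; lower value means stronger loss of Her2 protein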
HTR1E agonist: agonists of human 5-HT1E serotonin receptor; P28566; CHO 5-HT1E Ga15 NFAT-bla reporter, FRET; 0% DMSO wells, 100% control agonist wells; activation, % at 6 µM; 65,000 tested, 0.69% active; AID 574;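 active means activation above a set limit, the screen-wide mean activation plus 3 SD, cut at about 8.5% in these data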;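 further: 100% = positive control agonist at 1 µM giving full maximal response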
Jurkat viability: cytotoxicity toward Jurkat cells; Jurkat E6.1 viability, ATP luminescence, 48 h; inhibition, % at 4 µM; 56,000 tested, 1.2% active;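 active means inhibition above the mean inhibition of all tested compounds plus 3 SD, cut at about 28% in these data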
M1 antagonist: antagonists of rat M1 muscarinic receptor. AID 628. 64,000 tested, 3.4% active. CHO-M1 cells, Fluo-4 calcium, ACh EC80 antagonist mode; hits give low values. B-score at 10 µM. P08482;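 active means calcium fluorescence response, raw or row-and-column corrected B-score, differing from the plate sample mean either way at a set confidence level, mostly lower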
* = called active by the depositor. This is a random part of the collection (roughly 9.2% active in at least one column).

`CCOC(=O)CNC(=O)CSc1nc2cccnc2n1C` gave HTR1E antagonist 7, S1P1 ag pot 8, S1P3 agonist 0.0, M1 ag -0.47, HEK293 NFkB inh 0, HER2 expr 66K 91, HTR1E agonist -1.2, Jurkat viability 3 and M1 antagonist 0.023.
CCOC(=O)C1CCCN(C(=O)c2cc(Nc3ccc(OC)c(OC)c3)nc3ccccc23)C1 (centres undefined) was read as HTR1E antagonist 10, S1P1 ag pot -17, S1P3 agonist -1.1, M1 ag 8.3*, HEK293 NFkB inh 8, HER2 expr 66K 68, HTR1E agonist 1.2, Jurkat viability 8 and M1 antagonist -0.82.
For Cc1cc(=O)[nH]c(SCC2(O)C3CC4CC(C3)CC2C4)n1 (centres undefined) the results were HTR1E antagonist -5, S1P1 ag pot 2, S1P3 agonist -1.2, M1 ag -0.013, HEK293 NFkB inh 23, HER2 expr 66K 66, HTR1E agonist 0.6, Jurkat viability -4 and M1 antagonist -0.088.
Screening Cc1nc(N2CCN(C)CC2)c2c(C)c(C(=O)Nc3ccc(F)cc3)sc2n1 returned HTR1E antagonist -9, M1 ag -0.88, HEK293 NFkB inh -7, HER2 expr 66K 80, HTR1E agonist 20* and M1 antagonist -0.24.
`O=c1oc2cc(O)ccc2c2c1CCCC2` gave HTR1E antagonist 0, S1P1 ag pot -16, S1P3 agonist -1.4, M1 ag -0.37, HEK293 NFkB inh 16, HER2 expr 66K 90, HTR1E agonist 0.7, Jurkat viability 1 and M1 antagonist -0.26.
`C=CCSc1nnc2n(CCc3ccccc3)c(=O)c3c4c(sc3n12)COC(C)(C)C4` gave HTR1E antagonist -17, S1P1 ag pot -7, S1P3 agonist -2.0, M1 ag -0.5, HER2 expr 66K 138, HTR1E agonist 0.0 and M1 antagonist 0.076.
For C/C(=C\C(=O)c1ccncc1)Nc1ccccc1O the results were HTR1E antagonist 13, S1P1 ag pot -6, S1P3 agonist -1.4, M1 ag -0.64, HEK293 NFkB inh 19, HER2 expr 66K 87, HTR1E agonist -0.2, Jurkat viability 19 and M1 antagonist -0.1.
`COc1ccc(N2CSC3=C(C#N)C(c4cc(OC)ccc4OC)CC(=O)N3C2)c(OC)c1` (centres undefined) gave HTR1E antagonist 11, S1P1 ag pot -21, S1P3 agonist -0.6, M1 ag -1.6, HEK293 NFkB inh 10, HER2 expr 66K 107, HTR1E agonist 1.0, Jurkat viability -5 and M1 antagonist -0.2.
Screening Cc1cccc(Nc2nn3c(=O)c4ccccc4nc3s2)c1 returned HTR1E antagonist 13, S1P1 ag pot 10, S1P3 agonist -0.1, M1 ag -1.3, HEK293 NFkB inh -28, HER2 expr 66K 112, HTR1E agonist -0.5, Jurkat viability -11 and M1 antagonist -0.36.
For CCn1c(SCC(=O)Nc2ccccc2)nnc1-c1ccc(S(=O)(=O)N2CCOCC2)cc1 the results were HTR1E antagonist -6, S1P1 ag pot -10, S1P3 agonist -0.9, M1 ag -0.42, HEK293 NFkB inh 13, HER2 expr 66K 99, HTR1E agonist -0.1, Jurkat viability -2 and M1 antagonist -0.37.
CCOC(=O)c1[nH]c2ccc(F)cc2c1NC(=O)c1cc(OC)c(OC)c(OC)c1 was read as HTR1E antagonist 16, S1P1 ag pot -25, S1P3 agonist 0.0, M1 ag 0.07, HEK293 NFkB inh 13, HER2 expr 66K 96, HTR1E agonist 0.7, Jurkat viability 1 and M1 antagonist -0.74.
O=C1c2ccccc2C(Nc2ccc(-c3nc4ccccc4[nH]3)cc2)N1Cc1ccco1 (centres undefined) was read as HTR1E antagonist 9, S1P1 ag pot 5, S1P3 agonist -1.1, M1 ag 0.85, HEK293 NFkB inh -8, HER2 expr 66K 74, HTR1E agonist 1.3, Jurkat viability 6 and M1 antagonist -0.23.
Screening CC(=O)NC1C(=O)N=C(SCC(=O)NC(C)c2ccccc2)NC1=O (centres undefined) returned HTR1E antagonist 5, S1P1 ag pot 3, S1P3 agonist -0.3, M1 ag -0.93, HEK293 NFkB inh 5, HER2 expr 66K 109, HTR1E agonist -0.7, Jurkat viability 7 and M1 antagonist 0.29.
Screening CCN(C(=O)c1cnc(N2CCN(c3ncccn3)CC2)c2ccccc12)c1cccc(Cl)c1 returned HTR1E antagonist 0, S1P1 ag pot -18, S1P3 agonist -0.8, M1 ag 3.3*, HEK293 NFkB inh 20, HER2 expr 66K 53, HTR1E agonist 0.4, Jurkat viability 17 and M1 antagonist -0.78.
Cc1cnc(C(=O)OCC(=O)NC2CCCC(C)C2C)cn1 (centres undefined) was read as HTR1E antagonist 5, S1P1 ag pot -13, S1P3 agonist -0.4, M1 ag -0.47, HEK293 NFkB inh 6, HER2 expr 66K 91, HTR1E agonist -0.1, Jurkat viability 5 and M1 antagonist 0.039.
`Cc1c(C)n(C)c2ccc(C(=O)NCc3cccs3)cc12` gave HTR1E antagonist 7, S1P1 ag pot 11, S1P3 agonist -1.0, M1 ag 0.56, HEK293 NFkB inh 16, HER2 expr 66K 90, HTR1E agonist 0.3, Jurkat viability 3 and M1 antagonist 1.1.
O=C(CN1C(=O)C2CCCCN2C(=O)c2ccccc21)N1CCCc2ccccc21 (centres undefined) was read as HTR1E antagonist 2, S1P1 ag pot -2, S1P3 agonist -0.3, M1 ag -0.52, HEK293 NFkB inh 9, HER2 expr 66K 82, HTR1E agonist 0.1, Jurkat viability 4 and M1 antagonist 0.4.
Screening Cc1cc(C)n2nc(NCc3cccc(Br)c3)nc2n1 returned HTR1E antagonist -3, S1P1 ag pot -10, S1P3 agonist -1.1, M1 ag -0.059, HEK293 NFkB inh 4, HER2 expr 66K 85, HTR1E agonist 0.0, Jurkat viability -3 and M1 antagonist -0.28.
O=C(CSc1nnc(COc2cccc3cccnc23)o1)N1CCc2ccccc21 was read as HTR1E antagonist 5, S1P1 ag pot 5, S1P3 agonist -0.7, M1 ag 1.1, HEK293 NFkB inh 18, HER2 expr 66K 79, HTR1E agonist 0.0, Jurkat viability 2 and M1 antagonist 1.1.
For CCOC(=O)c1ccc(N2C(=O)CC(N3CCC(O)(c4ccc(Cl)cc4)CC3)C2=O)cc1 (centres undefined) the results were HTR1E antagonist 19, S1P3 agonist -1.2, M1 ag -0.54, HEK293 NFkB inh 3, HER2 expr 66K 119, HTR1E agonist -1.5, Jurkat viability 3 and M1 antagonist 0.013.
For COc1ccc(C(=O)N(Cc2nc(-c3ccc(C)cc3)no2)C(C)C)cc1OC the results were HTR1E antagonist -6, S1P1 ag pot -39, S1P3 agonist -0.4, M1 ag 0.13, HEK293 NFkB inh 13, HER2 expr 66K 70, HTR1E agonist 0.5, Jurkat viability -17 and M1 antagonist 0.3.
Cc1cccc(N(CC(=O)NCc2ccc3c(c2)OCO3)C(=O)CCC(=O)Nc2ccccn2)c1 was read as HTR1E antagonist 6, S1P1 ag pot -24, S1P3 agonist 0.1, M1 ag -0.77, HEK293 NFkB inh 8, HER2 expr 66K -30*, HTR1E agonist -0.3, Jurkat viability -5 and M1 antagonist 0.049.
Screening COc1ccccc1-c1nc(-c2cccc(C)c2)no1 returned HTR1E antagonist 5, S1P1 ag pot 99*, S1P3 agonist -0.8, M1 ag 0.18, HEK293 NFkB inh -30, HER2 expr 66K 34, HTR1E agonist -0.3, Jurkat viability 2 and M1 antagonist 0.43.
O=C(CN1C(=O)COc2ccccc21)NCCCN1CCN(Cc2ccccc2)CC1 was read as HTR1E antagonist -10, S1P1 ag pot 3, S1P3 agonist -0.2, M1 ag -1.4, HEK293 NFkB inh 11, HER2 expr 66K 102, HTR1E agonist 0.5, Jurkat viability 4 and M1 antagonist -0.31.

Looked up by compound from the entries so far, 2 records:
For CCOC(=O)c1ccc(N2C(=O)CC(N3CCC(O)(c4ccc(Cl)cc4)CC3)C2=O)cc1 (centres undefined) the results were HTR1E antagonist 19, S1P3 agonist -1.2, M1 ag -0.54, HEK293 NFkB inh 3, HER2 expr 66K 119, HTR1E agonist -1.5, Jurkat viability 3 and M1 antagonist 0.013.
O=C(CN1C(=O)COc2ccccc21)NCCCN1CCN(Cc2ccccc2)CC1 was read as HTR1E antagonist -10, S1P1 ag pot 3, S1P3 agonist -0.2, M1 ag -1.4, HEK293 NFkB inh 11, HER2 expr 66K 102, HTR1E agonist 0.5, Jurkat viability 4 and M1 antagonist -0.31.

Additional entries:
COc1ccc(N2CCN(C(=O)CC(NC(N)=O)c3cccc(Oc4ccccc4)c3)CC2)cc1 (centres undefined) was read as HTR1E antagonist -6, S1P1 ag pot -2, S1P3 agonist 0.7, M1 ag -0.71, HEK293 NFkB inh 15, HER2 expr 66K 115, HTR1E agonist 0.1, Jurkat viability 0 and M1 antagonist -0.9.
For COC(=O)c1cc(Br)c(=O)n(CC(C)C)c1 the results were HTR1E antagonist -5, S1P1 ag pot -1, S1P3 agonist -0.7, M1 ag 0.31, HEK293 NFkB inh 10, HER2 expr 66K 113, HTR1E agonist 9.5*, Jurkat viability -6 and M1 antagonist -0.19.
`COc1ccc(Cn2nnnc2CN2CCc3ccccc32)cc1` gave HTR1E antagonist 12, S1P1 ag pot 0, S1P3 agonist -0.3, M1 ag -0.077, HEK293 NFkB inh 8, HER2 expr 66K 84, HTR1E agonist -0.3, Jurkat viability 6 and M1 antagonist -0.79.
Screening CN(c1ccc(C(=O)Nc2ccccc2C(=O)N2CCCC2)cc1)S(C)(=O)=O returned HTR1E antagonist 8, S1P3 agonist -1.2, M1 ag -0.66, HEK293 NFkB inh 2, HER2 expr 66K 75, HTR1E agonist -1.2, Jurkat viability 7 and M1 antagonist -0.2.
For CCOC(=O)c1ccc(N=CC2=C(O)CC(c3ccco3)CC2=O)cc1 (centres undefined) the results were HTR1E antagonist -7, S1P1 ag pot 10, S1P3 agonist -3.1, M1 ag -0.58, HER2 expr 66K 87, HTR1E agonist -0.3 and M1 antagonist 0.8.
`O=C(CCCn1c(=O)c2ccccc2n(Cc2ccccc2)c1=O)NCc1ccco1` gave HTR1E antagonist -2, S1P1 ag pot -2, S1P3 agonist -0.5, M1 ag -0.066, HEK293 NFkB inh 16, HER2 expr 66K 75, HTR1E agonist 0.0, Jurkat viability 17 and M1 antagonist 0.089.
Screening Cc1ccc(S(=O)(=O)N2CCCN(S(=O)(=O)C3CCS(=O)(=O)C3)CC2)cc1 (centres undefined) returned HTR1E antagonist -5, S1P1 ag pot 18, S1P3 agonist -2.7, M1 ag -1, HEK293 NFkB inh 17, HER2 expr 66K 107, HTR1E agonist -0.7, Jurkat viability 4 and M1 antagonist -0.26.

An excerpt of the results above, for reference:
COc1ccc(N2CCN(C(=O)CC(NC(N)=O)c3cccc(Oc4ccccc4)c3)CC2)cc1 (centres undefined) was read as HTR1E antagonist -6, S1P1 ag pot -2, S1P3 agonist 0.7, M1 ag -0.71, HEK293 NFkB inh 15, HER2 expr 66K 115, HTR1E agonist 0.1, Jurkat viability 0 and M1 antagonist -0.9.
For COC(=O)c1cc(Br)c(=O)n(CC(C)C)c1 the results were HTR1E antagonist -5, S1P1 ag pot -1, S1P3 agonist -0.7, M1 ag 0.31, HEK293 NFkB inh 10, HER2 expr 66K 113, HTR1E agonist 9.5*, Jurkat viability -6 and M1 antagonist -0.19.
